Giardia FBPA inh – Giardia lamblia aldolase inhibition | Potency, µM (titrated, usually from 59.6 µM), for inactives: top-dose activity, negative = inhibition, most hits filed as inhibitors | 290,000 compounds, 0.71% hits | A8B2U2 | purified Giardia FBPA; further: potency means the concentration at half of the fitted maximal effect; nearly all actives have a fitted effect of over 55% in size
Target sequence (A8B2U2 whole entry, looked up): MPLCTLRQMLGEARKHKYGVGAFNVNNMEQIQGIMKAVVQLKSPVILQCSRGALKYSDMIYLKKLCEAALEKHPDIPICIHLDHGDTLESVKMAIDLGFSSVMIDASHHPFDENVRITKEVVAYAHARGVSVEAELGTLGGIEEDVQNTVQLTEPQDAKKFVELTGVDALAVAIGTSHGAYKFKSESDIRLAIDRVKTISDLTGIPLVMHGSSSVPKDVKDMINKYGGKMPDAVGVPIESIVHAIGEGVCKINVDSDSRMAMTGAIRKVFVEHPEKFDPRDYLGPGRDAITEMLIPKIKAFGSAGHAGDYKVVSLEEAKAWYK
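Giardia FBPA (40 nM reagent) was preincubated 10 min at RT with compound (up to 57.5 uM final), then substrate plus GAPDH/TPI/NAD/arsenate coupling system with diaphorase/resazurin was added; resorufin fluorescence (525/598 nm) was read after 20 min.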
AmpC inh detg – inhibitors of E. coli AmpC beta-lactamase with detergent; P00811; 370,000 compounds, 0.041% hits; AmpC hydrolysis of nitrocefin, absorbance 480 nm, 0.01% Triton; Potency, µM (series often up to 114 µM), for inactives: top-dose activity change, negative = inhibition, most hits filed as inhibitors;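 further: potency means the concentration at half of the fitted maximal effect; 0% = no-compound wells and -100% = no-enzyme wells; nearly all actives have a fitted effect of over 25% in size; some results filed as inactive show a strong effect at the top dose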
Target sequence (P00811 whole entry, looked up): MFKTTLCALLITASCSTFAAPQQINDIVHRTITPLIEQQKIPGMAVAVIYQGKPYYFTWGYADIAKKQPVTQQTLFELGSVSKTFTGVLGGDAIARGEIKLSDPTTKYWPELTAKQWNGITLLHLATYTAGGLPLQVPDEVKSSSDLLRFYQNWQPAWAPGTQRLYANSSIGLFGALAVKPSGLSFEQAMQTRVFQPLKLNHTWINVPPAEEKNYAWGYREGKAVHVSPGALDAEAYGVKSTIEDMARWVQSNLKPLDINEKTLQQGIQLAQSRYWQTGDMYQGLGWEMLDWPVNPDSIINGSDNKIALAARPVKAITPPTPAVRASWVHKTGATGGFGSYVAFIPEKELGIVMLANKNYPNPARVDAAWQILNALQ
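20 mM phosphate pH 7.0 + 0.01% (detergent screen) or 0.0001% Triton X-100; 5.3 nM AmpC reagent; cpd preinc 15 min RT; nitrocefin (800 uM stock) to start; A480 q20 s × 4 min; Activity was normalised to no-enzyme and no-compound control wells.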
HCMV antiviral – inhibitors of human cytomegalovirus; 410,000 compounds, 4.5% hits; activity change, negative = inhibition, % at 57.5 µM; AID 1259415; HFF cells, HCMV-luciferase reporter, 72 h; stronger effect = lower value; in the data active means activity change below about -60%; inconclusive means no clear call, values can overlap the other calls; inactive means above about -39%
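Screen run at 2 compound doses on HFFs infected with reporter HCMV, MOI 1 PFU/cell. Luciferase activity from cell lysates at 72 h post infection gave inhibition relative to buffer-only and Salinomycin wells.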
HCV inhibitor – HCV inhibition; Huh7.5.1 HCVcc-Cre infection, luciferase reporter, 44 h; Potency, µM (series often up to 41.8 µM), for the others: top-dose activity change, negative = inhibition, most hits filed as inhibitors; 340,000 compounds, 3.4% hits; further: potency means the concentration at half of the fitted maximal effect
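Infectious HCV cell culture screen: compound-treated cells (1,000/well, pre-plated 4 h) are infected with HCVcc-Cre at roughly 0.5 moi and grown 44 h. Infection is quantified by luciferase signal after 15 min substrate incubation at room temperature.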
Sm TGR block – inhibitors of Schistosoma mansoni thioredoxin glutathione reductase. purified TGR, DTNB reduction, TNB absorbance 405 nm. Potency, µM (titrated, usually from 114 µM), without a hit: at the highest dose activity change, negative = inhibition, most hits filed as inhibitors. 360,000 compounds, 3% hits; further: potency means the concentration at half of the fitted maximal effect; nearly all actives have a fitted effect of over 60% in size
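Kinetic colorimetric format: TGR-catalysed, NADPH-driven DTNB reduction monitored via TNB absorbance. Enzyme dispensed at 20 nM; compound exposure 15 min at room temperature before reaction start.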
AMA1 RON2 block – AMA1-RON2 (P. falciparum) interaction inhibition; 360,000 compounds, 0.2% hits; AlphaScreen AMA1-biotinylated RON2 peptide binding; Potency, µM (doses to about 58.2 µM), for inactives: at the highest dose activity change, negative = inhibition, actives largely listed as inhibitors; AID 720542;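 further: potency means the concentration at half of the fitted maximal effect; 0% = vehicle wells and -100% = peptide control; nearly all actives have a fitted effect of over 45% in size; some results filed as inactive show a strong effect at the top dose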
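AMA1 (3D7) with his tag at 25 nM final met compounds first, then biotinylated RON2 peptide at 25 nM; detection used donor plus acceptor beads, 10 µg/mL apiece, read by AlphaScreen after 30 min at room temperature.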
* marks the source's active call; other numbers are inactive results; ? = inconclusive; · = not tested or not shown; & = joins results of further samples; [ ] = another dose, or the depositor's remark. Unless noted, the call rests on the fitted dose curve; in most records, active means well fitted curve in the direction sought with a large enough effect; inconclusive means small, poorly fitted or top-dose-only effect, or another doubt; inactive means no such curve, though single readings can be large; an effect the other way counts as inactive or inconclusive. Unless noted, on the % scale 0 is the no-effect control and ±100 the full control effect.

mol,Giardia FBPA inh,AmpC inh detg,HCMV antiviral,HCV inhibitor,Sm TGR block,AMA1 RON2 block
CCOC(=O)C1CCN(S(=O)(=O)Cc2ccc(Cl)cc2)CC1,0%,-12%,-29,?,1%,4%
Cc1ccc2nc(C)c3c(c2c1)OC(C(C)(Cl)Br)C3 (configuration not stated),-2%,3%,-20,7.1µM*,3%,-15%
Cn1c(=O)c2c(nc(Br)n2CCSc2nnnn2-c2ccccc2)n(C)c1=O,3%,1%,5,-14%&7%,-3%,-5%
Cc1ccsc1CNCC(O)c1ccccc1 (configuration not stated),?,?,46,20%,11%,-13%
CCC(NC(=O)c1ccc(C#CC2(O)CCCCC2)cc1)C(=O)O (configuration not stated),13%,-9%,-6,14%,0%,0%
COc1ccc2[nH]c3c(c2c1)CCN1C(=O)N([C@@H](C)C(=O)NCCc2ccc(OC)c(OC)c2)C(=O)[C@]31C,6%,?,12,?,-6%,-11%
CC(C)CCNC(=O)C(=O)NCCC1=CCCCC1,2%,-9%,84,13%,-7%,12%
C[N+]1(C)[C@@H]2CC[C@H]1CC(OC(=O)C(c1ccccc1)c1ccccc1)C2 (some centres not stated),7%,2%,-14,-27%,4%,-1%
CCC(Cn1nnc2ccccc2c1=O)NC(=O)Nc1ccc(C)cc1C (configuration not stated),·,12%,1,·,-3%,·
CC(C)OC(=O)CSc1nc(C(C)C)nc2ccccc12,-3%,-6%,33,3%,5%,-3%
CCCCOc1ccc(/C=C/C(=O)Nc2ccc([N+](=O)[O-])cc2C)cc1,4%,?,-12,?,-2%,-18%
COc1ccc(S(=O)(=O)N2CCC(C(=O)N3CCN(c4ccccc4OC)CC3)CC2)cc1,2%,-3%,58,?,-2%,0%
Cc1cccc(C(=O)NC(=S)N(C)C2CCCCC2)c1,?,2%,-3,2%,7%,57%[activator]
CCc1ccc(/C(C)=N/NC(=O)CNC(=O)/C=C/c2ccccc2OC)cc1,12%,-7%,-25,?,-1%,5%
Cc1cccc(-c2nsc(SCC(=O)Nc3nccs3)n2)c1,-1%,-8%,47,6%,36%[activator],5%
O=C(NCCc1ccccc1)c1ccc2c(c1)CCN2S(=O)(=O)c1ccc(Cl)cc1,·,0%,-15,·,-8%,·
Cc1sc(NC(=S)NC(=O)c2ccccc2)c(C#N)c1C,·,·,3,1%,·,17%
COc1ccc(NC(=S)N2CCC(c3ccccc3)C2)cc1 (configuration not stated),-5%,4%,5,4%,-27%,-6%
Cc1ccc(CNS(=O)(=O)c2cc(Br)cc3c2N(C(=O)C2CC2)CC3)cc1,·,9%,-10,·,6%,·
O=C(CSc1ccc(F)cc1)N1CCC(c2nc3ccccc3s2)CC1,-1%,10%,?,?,4%,-13%
S=c1[nH]nc([C@@H]2C[C@H]2c2ccccc2)n1-c1ccccc1Cl,-1%,-10%,-5,12%,6%,77%[activator]
Cc1ccc(C(=O)Nc2c(N)nc(SCC(=O)NCC3CCCO3)[nH]c2=O)cc1 (configuration not stated),-18%,-9%,-11,·,0%,6%
COc1ccc2c(c1)c1c(c(=O)n(-c3ccccc3C)c(=O)n1CC(N)=O)n2C,·,28%,-28,·,2%,·
CCc1ccccc1NC(=S)N1CCNC(=O)C1CC(=O)OC (configuration not stated),2%,-5%,-4,19%,·,2%

Rewritten as labelled records: entries from further up
> Cc1cccc(-c2nsc(SCC(=O)Nc3nccs3)n2)c1
  Giardia FBPA inh: -1%
  AmpC inh detg: -8%
  HCMV antiviral: 47
  HCV inhibitor: 6%
  Sm TGR block: 36%[activator]
  AMA1 RON2 block: 5%

> CCc1ccc(/C(C)=N/NC(=O)CNC(=O)/C=C/c2ccccc2OC)cc1
  Giardia FBPA inh: 12%
  AmpC inh detg: -7%
  HCMV antiviral: -25
  HCV inhibitor: ?
  Sm TGR block: -1%
  AMA1 RON2 block: 5%

> C[N+]1(C)[C@@H]2CC[C@H]1CC(OC(=O)C(c1ccccc1)c1ccccc1)C2 (some centres not stated)
  Giardia FBPA inh: 7%
  AmpC inh detg: 2%
  HCMV antiviral: -14
  HCV inhibitor: -27%
  Sm TGR block: 4%
  AMA1 RON2 block: -1%

(continued)
mol,Giardia FBPA inh,AmpC inh detg,HCMV antiviral,HCV inhibitor,Sm TGR block,AMA1 RON2 block
O=[N+]([O-])c1ccc(Cl)cc1N1CCCCC1,2%,2%,-10,32%[activator],0%,5%
CN1/C(=C\C(=O)c2ccco2)C(C)(C)c2ccccc21,-23%,-13%,-71*,11µM*,45µM*,-1%
O=c1c(Cl)c2oc3ccccc3nc-2c2ccccc12,0%,3%,·,?,3%,-12%
CCCCc1ccc(/C=C(\C#N)C(N)=S)s1,-10%,-3%,-17,0%,-5%[57.1 µM],-1%
COCCNS(=O)(=O)c1cc(C(=O)O)ccc1OC,0%,0%,-1,-4%,1%,-3%
CCCCN1CNC(=S)N(Cc2ccccc2)C1,-1%,-9%,4,37%[activator],0%,-9%
Cc1onc(-c2ccccc2)c1C(=O)Nc1cccc2nsnc12,2%,-2%,-17,?,-3%,-10%
Cn1cc(SCC(=O)NCc2ccc3c(c2)OCO3)c2ccccc21,-2%,?,10,?,2%,-2%
COc1ccc(O[C@H]2C=C[C@@H](c3ccccc3)O[C@@H]2COC(=O)CC/C(C)=N/O[C@H](C)c2cn([C@@H]3COC[C@H]3O)nn2)cc1,-10%,0%,·,-8%[8.37 µM],-13%,·
CC(C)(C)[C@@H]1COC(=O)[C@H](Cc2ccc(F)cc2)CC/C=C\C[C@@H](CC(=O)N(CCO)Cc2ccccc2)C(=O)N1,·,·,-16,1%,·,-4%
O=C(Nc1cccc(Cl)c1)c1ccc2nc(CCc3ccccc3)oc2c1,·,20%,40,·,6%,·
O=S(=O)(c1ccccc1)n1nc(-c2ccccc2)nc1NCc1ccc(Cl)cc1,·,?,5,·,10%,·
O=c1oc2ccccc2c(NCc2ccc(Cl)cc2)c1[N+](=O)[O-],-3%,1%,-31,-28%,7%,-4%
CCc1nnc(NC(=O)CSc2sc3c(O)cc(=O)[nH]c3c2C#N)s1,?,1%,-1,9%,35µM*,10µM*
COc1ccc2nc(CNC(=O)C3CCC(=O)N(CCc4ccccc4)C3)[nH]c2c1 (configuration not stated),-4%,2%,32,9%,-22%,30%
CCOC(=O)c1c(C)c(-c2ccccc2)n(CC(=O)Nc2ccc(OCC)cc2)c1C,·,-2%,2,·,3%,·

The list continues:
The line under a structure holds: Giardia FBPA inh, AmpC inh detg, HCMV antiviral, HCV inhibitor, Sm TGR block, AMA1 RON2 block
- O=C(NCc1ccco1)C(c1cccs1)N(C(=O)C1COc2ccccc2O1)c1cccc(O)c1 (configuration not stated)
  -6%, 5%, ?, -17%&-17%, 35µM*, 7%
- Cc1ccc(-c2noc(CCC(=O)N(C)c3ccccc3F)n2)cc1
  ·, 4%, -28, ·, -1%, ·
- CCn1c(SCC(=O)NC(C)(C)C)nnc1-c1ccccn1
  -2%, 5%, -14, ?, 2%, -15%
- COc1ccc(CNC(=O)Cn2nnc(-c3ccc(C(F)(F)F)cc3)n2)cc1
  ·, 8%, 9, ·, 12%, ·
- Cc1nn(-c2ccccc2)c(Cl)c1/C=N/Nc1nnc(C)c(=O)[nH]1
  -4%, -1%, 44, ?, 7%, -3%
- COc1ccc(C(CNC(=O)COc2ccccc2C)N2CCOCC2)cc1 (configuration not stated)
  ·, -20%, -22, -2%, -4%, -1%
- COC(=O)c1sc2ncccc2c1-n1c(C)ccc1C
  ·, 18%, -10, ·, ?, ·
- C=C(C)C1CC=C(CN2CCC(C(=O)OCC)CC2)CC1 (configuration not stated)
  -17%, -13%, 36, 6%, -3%, -10%
- COCCN(CCOC)C(=O)c1cc2sc3ccccc3c2s1
  6%, -9%, -33, ?, -14%, 9%
- CC1CC(NS(=O)(=O)c2cccs2)CC(C)(C)C1 (configuration not stated)
  0%, -3%, -23, -19%, -12%, 13%
- C(=N\N1CCN(C(c2ccccc2)c2ccccc2)CC1)/c1ccc2c(c1)OCO2
  -7%, -2%, -25, -17%, 6%, -24%
- O=C(NC1CCCCC1)c1ccc(Cn2c(SCc3cccc(F)c3)nc3cccnc32)cc1
  ·, -2%, ?, ·, 5%, ·
- O=C(Nc1ccc(N2CCOCC2)cc1)c1ccc(Cl)c(S(=O)(=O)N2CCCCC2)c1
  ·, 3%, -63*, 2.5µM*, -25%, -7%
- CC[n+]1c(C)sc2c3ccsc3ccc21
  -8%, ?, -16, 13%, 10%, -27%
- COc1cccc2[nH]c3ccccc3c(=O)c12
  -10%, -12%, ·, -4%, -25%, 6%
- O=C(OCc1nc2ccccc2c(=O)[nH]1)c1cccs1
  -7%, -11%, 39, 8%, 8%[11.4 µM], 1%
- CCC(Sc1nc2sc(C(=O)OC)c(C)c2c(=O)n1N)C(=O)NCC1CCCO1 (configuration not stated)
  5%, -23%, -1, 5%, -30%, 15%
- CN1C(=O)c2cccc(NCCCCCCN3C(=O)c4ccccc4C3=O)c2C1=O
  -1%, 3%, 31, 6%, -9%, -8%
- CC(=NCCN1CCCCC1)c1c(O)n(-c2ccccc2)c(=O)[nH]c1=O
  -9%, -4%, 21, -12%, ?, 46%[activator]
- COc1ccccc1C(=O)NC(=O)COC(=O)CCOc1ccccc1C
  ·, -15%, 7, 8%, 5%, 3%
- Cc1cc(CNC(=O)COc2ccc(C#N)cc2)c2ccccc2n1
  -3%, ?, 4, ?, 6%, -8%
- Cc1ccc(N(CC(=O)NC2CCCC2)C(=O)CCC(=O)Nc2ccccn2)cc1
  14%, 3%, -5, -3%, -10%, 8%
- CCCCN(CCCC)CC(O)CN1C(=O)NC(C)(C)C1=O (configuration not stated)
  8%, 1%, -18, 16%, -18%, 26%
- N#Cc1c(NC(=O)CSC2=NCCS2)sc2c1CCCC2
  -2%, -11%, ?, ?, 0%, -11%
- O=C(NC(Cc1ccccc1)C(=O)O)/C(=C/c1ccc(F)cc1)NC(=O)c1ccccc1 (configuration not stated)
  10%, -2%, -39, 10%, -2%, -2%
- COc1ccc(NC(=O)Nc2ccccc2OC)cc1
  -8%, -6%, 60, -12%, 5%, 0%
- O=C(CN1C(=O)C2C3C=CC(C3)C2C1=O)NCc1ccc2c(c1)OCO2 (configuration not stated)
  6%, ?, -5, 12%, -20%, -14%
